FadD28 binding: inhibitors of Mycobacterium tuberculosis FadD28 bisubstrate binding | 360,000 compounds, 0.22% hits | inhibition, % at 12.5 µM | FadD28 bisubstrate probe binding, fluorescence polarization; in the data active = inhibition above about 8.5%, passing the limit was not always enough; inconclusive = no clear call, values can overlap the other calls
BoNT-A LC inh2: blocks Botulinum neurotoxin A light chain protease. multiplex microsphere protease substrate cleavage, flow cytometry. inhibition, % at 10 µM. 360,000 compounds, 0.17% hits; in the data active = inhibition above about 30%; inconclusive = no clear call, values can overlap the other calls; also: plate controls were buffer without enzyme for full effect and enzyme alone for no effect
Mtb FBA inh: inhibits M. tuberculosis FBA enzyme; P9WQA3; purified M. tuberculosis FBA, fluorescence read-out; inhibition, % at 1 µM; 360,000 compounds, 2.3% hits; AID 588726; in the data active = inhibition above about 27%;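 also: 0% = vehicle and 100% = reference inhibitor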
Target sequence (P9WQA3 whole entry, looked up): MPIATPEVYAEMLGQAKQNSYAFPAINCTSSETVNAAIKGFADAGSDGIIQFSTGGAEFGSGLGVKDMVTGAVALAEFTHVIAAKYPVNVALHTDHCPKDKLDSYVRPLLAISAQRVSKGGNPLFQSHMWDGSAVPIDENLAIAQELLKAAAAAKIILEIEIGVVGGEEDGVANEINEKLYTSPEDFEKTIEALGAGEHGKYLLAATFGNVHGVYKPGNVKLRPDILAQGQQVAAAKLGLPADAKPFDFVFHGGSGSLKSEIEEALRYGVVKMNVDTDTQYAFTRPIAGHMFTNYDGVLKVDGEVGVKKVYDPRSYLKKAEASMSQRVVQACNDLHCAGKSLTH
CCHFV vOTU inh: blocks the CCHF virus ovarian tumor domain protease | CCHFV vOTU protease, Pep-AMC fluorescence | inhibition, % at 11.5 µM | 370,000 compounds, 0.55% hits; also: 0% = vehicle wells with enzyme and 100% = no enzyme wells
GDH-TPI counter: counter-screen for M. tuberculosis FBA inhibitors: GDH-TPI coupled enzymes | GDH-TPI coupled enzyme counterscreen, NADH absorbance | inhibition, % at 4.8 µM | 360,000 compounds, 1.2% hits | AID 588335;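 also: 0% = DMSO wells and 100% = wells lacking the enzyme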
PrPC surface inh: inhibitors of human cell surface prion protein PrPC; P04156; TR-FRET read-out; inhibition, % at 13.8 µM; 370,000 compounds, 0.43% hits; AID 720596; in the data active = inhibition above about 24%; also: 0% = median of the test wells and 100% = reference compound wells
Mtb BioA inh: blocks M. tuberculosis BioA enzyme activity. AID 602481. inhibition, % at 9.99 µM. purified M. tuberculosis BioA enzyme, plate reader. 360,000 compounds, 0.096% hits; in the data active = inhibition above about 40%; inconclusive = no clear call, values can overlap the other calls
BoNT F protease: inhibitors of Botulinum neurotoxin F light chain protease; Multiplex microsphere protease cleavage assay, flow cytometry; inhibition, % at 10 µM; 360,000 compounds, 0.22% hits; in the data active = inhibition above about 35%, passing the limit was not always enough; inconclusive = no clear call, values can overlap the other calls; also: plate controls were buffer without enzyme for full effect and enzyme alone for no effect
UGM FP inh: blocks M. tuberculosis UGM enzyme | purified UGM, fluorescence polarization probe displacement | inhibition, % at 10 µM | 320,000 compounds, 0.06% hits; in the data active = inhibition above about 10%, passing the limit was not always enough; inconclusive = no clear call, values can overlap the other calls
Target sequence (P9WIQ1 whole entry, looked up): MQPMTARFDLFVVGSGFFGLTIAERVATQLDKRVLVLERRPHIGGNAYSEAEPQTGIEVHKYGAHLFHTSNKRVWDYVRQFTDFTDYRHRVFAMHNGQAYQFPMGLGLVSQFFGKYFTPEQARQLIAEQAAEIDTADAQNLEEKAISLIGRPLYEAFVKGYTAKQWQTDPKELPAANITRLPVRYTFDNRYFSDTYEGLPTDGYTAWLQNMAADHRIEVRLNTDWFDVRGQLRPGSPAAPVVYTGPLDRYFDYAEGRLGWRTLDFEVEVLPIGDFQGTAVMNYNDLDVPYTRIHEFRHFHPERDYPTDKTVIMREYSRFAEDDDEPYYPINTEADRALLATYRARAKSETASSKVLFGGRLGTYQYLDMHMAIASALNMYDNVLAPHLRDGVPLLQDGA
Numbers without * were called inactive; ? = inconclusive; · = not tested or not shown. Rule as the data show it, unless noted: active = inhibition above about 30%; inactive = the rest.

SMILES	FadD28 binding	BoNT-A LC inh2	Mtb FBA inh	CCHFV vOTU inh	GDH-TPI counter	PrPC surface inh	Mtb BioA inh	BoNT F protease	UGM FP inh
O=C(NCCc1cccc(Cl)c1)c1cccc([N+](=O)[O-])c1	-2.8	-1.4	-3	-10	3	-10	·	-13	-2.7
CC(C)NC(=O)CC(=O)N/N=C/c1ccc(F)cc1	-0.2	0.3	2	1	-2	2	-0.4	-3	1.3
COc1ccc(CN2CCC2(C)C(=O)Nc2cnc3ccccc3c2)c2ccccc12 (configuration not stated)	-3.6	-0.2	0	11	-1	0	0.8	1	·
O=C(CCN1C(=O)C2C3CCC(C3)C2C1=O)Nc1ccc([N+](=O)[O-])cc1 (configuration not stated)	-1.6	-0.2	1	1	5	-9	·	-3	0.5
CCOC(=O)C1CCN(S(=O)(=O)c2ccc3[nH]c(=O)oc3c2)CC1	0.1	-1.1	1	-13	8	12	-0.1	6	0.7
COc1ccc(-c2csc(-c3ccc(O)cc3)n2)cc1	-3.5	-2.0	11	9	-8	5	·	-7	1.8
CC1(c2ccccc2)NC(=O)N(CC(=O)Nc2ccc([N+](=O)[O-])cc2)C1=O (configuration not stated)	-2.8	-0.3	0	15	10	-11	2.9	-6	2.1
Nc1nc(N2CCN(C/C=C/c3ccccc3)CC2)nc2ccccc12	-5.6	-0.5	5	2	6	-12	4.7	-2	-2.5
COc1ccc(S(=O)(=O)N2CCOCC2)cc1C(=O)NC1CCCCCC1	·	0.1	1	3	-1	-5	-0.9	0	5.0
CN(C)/C=C/C(=O)c1cnc2n(c1=O)CCS2	-3.0	-0.7	-2	9	13	-7	·	0	0.4
COC(=O)CNc1nc(Cl)nc(N2CCC(C)CC2)n1	-4.4	1.1	-1	11	13	-3	·	-7	3.3
CCOc1ccc(CCNC(=O)CSc2cc(=O)n(C)c3ccccc23)cc1OCC	-1.9	1.0	3	-6	4	-6	-0.5	10	1.5
Cc1ccc(S(=O)(=O)N2CCN(C(=O)CCCOc3ccc(Cl)cc3C)CC2)cc1	-1.4	1.5	2	19	11	-5	·	-2	1.7
COC(=O)NCCOC(=O)N(O)c1ccc(Br)cc1	-3.2	2.5	-2	-12	-2	7	-0.2	21	3.7
Cc1cc(C)nc(SC2CCCCC2O)n1 (configuration not stated)	-1.5	0.6	0	-3	0	0	-0.2	0	-2.1
COc1cccc(C(C)(O)c2nc(-c3ccoc3)cs2)c1 (configuration not stated)	-0.1	-0.2	-4	-1	2	-7	-0.3	-3	·
S=C(Nc1ccc2nc(-c3ccccn3)c(-c3ccccn3)nc2c1)N1CCCCCC1	-0.5	20	4	-1	15	-7	·	5	0.0
CC(=O)Nc1cccc(NC(=S)Nc2cccc3ccccc23)c1	-3.0	1.2	3	-16	1	11	1.2	3	-1.9
Cc1ccccc1OCCC(=O)OCC(=O)NC(=O)c1ccccc1	0.5	3.3	2	3	8	0	-0.2	1	3.4
CS(=O)(=O)c1ccc(Nc2nc(C(N)Cc3ccc(F)cc3)cs2)cc1 (configuration not stated)	-3.9	-0.1	0	17	8	9	1.2	-2	·
CC1(C)Cc2c(sc(NC(=O)C(=O)N3CCCCC3)c2C(N)=O)CO1	1.7	-0.4	-2	9	9	-7	·	7	-2.5
Cc1occc1-c1nnc(SCC(=O)N2CC(=O)Nc3ccccc32)n1CC(C)C	-2.6	0.1	4	4	1	-2	0.6	-12	0.4
Cc1nn(-c2ccccc2)c(C)c1NC(=O)COc1ccc(C#N)cc1	-2.8	0.1	-3	-8	7	-2	0.0	1	-1.0
COC(=O)C1=C(SC)N(c2ccc(OC)cc2)C(c2ccccc2)CC1=O (configuration not stated)	1.6	1.1	0	12	33*	6	-2.4	-2	2.6
COc1ccc(OCc2cc(-c3ccc(Cl)cc3)no2)cc1	-2.7	1.2	3	17	-2	6	-0.3	11	-0.8

The list continues:
SMILES	FadD28 binding	BoNT-A LC inh2	Mtb FBA inh	CCHFV vOTU inh	GDH-TPI counter	PrPC surface inh	Mtb BioA inh	BoNT F protease	UGM FP inh
CCCC(=O)c1cc2c(cc1NC(=O)CC)OCCO2	-2.9	-0.5	6	-7	-4	2	-0.2	-1	0.6
C=CCC(O)c1c(-c2ccccc2)nn(C)c1Cl (configuration not stated)	-2.7	-0.6	-1	1	-8	7	·	-1	0.8
COc1ccccc1CC(=O)N1CCN(c2cccc(Cl)c2)CC1	-2.7	-9.5	0	-9	2	3	1.9	?	1.0
Cc1cccc(C(O)(C(=O)NNC(=O)CN2CCN(C)CC2)c2cccc(C)c2)c1	-1.7	-0.6	-2	7	-4	-3	0.1	-14	-0.4
C/C(=N\NC(=O)Cn1ccc(C(F)(F)F)n1)c1ccco1	-3.9	-0.4	-8	20	5	7	·	-6	-0.3
Cc1cccc(-n2c(=O)c3c4c(sc3n3c(=S)[nH]nc23)CCC4)c1	0.2	-0.2	3	8	7	-3	·	-2	·
COc1ccc(N(C)C(=O)C2CCCN2S(=O)(=O)c2cccc3nsnc23)cc1 (configuration not stated)	-2.2	-0.2	-4	7	-2	-16	2.7	-3	0.6
O=C(c1ccc(CNS(=O)(=O)c2ccccc2)cc1)N1CCN(Cc2ccccc2)CC1	-2.9	0.4	-1	17	-4	5	-0.8	2	-1.2
O=C(NN1CCOCC1)C12CC3CC(CC(C3)C1)C2	-2.7	0.4	0	4	0	5	·	-4	-0.5
CC(C)CCN1CCC(Cc2ccccc2)(NC(=O)c2ccccc2)C1=O (configuration not stated)	-0.2	-0.3	2	-7	6	3	-0.6	-8	0.9
CCCCN1C(=O)C(=O)N(CC(=O)c2cc(C)n(-c3cc(C)on3)c2C)C1=O	-0.8	-1.6	-1	11	-4	7	·	-2	0.6
Cc1ccc(NC(=O)Cc2c(F)cccc2Cl)cc1S(=O)(=O)N1CCOCC1	-5.5	-0.2	0	3	-2	4	1.9	-4	-0.4
COc1ccc(NC2=CC(c3ccc(OC)cc3)N(c3ccc(OC)cc3)C2=O)cc1 (configuration not stated)	-4.3	-0.3	-1	-3	-1	5	·	-1	-1.1
CCn1c(SCC(=O)NC(C)(C)C)nnc1-c1ccncc1	-1.0	0.2	0	9	-1	-2	·	-2	1.7
O=C(NCCc1ccccc1)C1CCN(c2nc3ccccc3o2)CC1	-1.7	-2.4	1	·	-1	·	·	-24	-0.7
Cc1ccc(C(O)c2ccncc2)cc1 (configuration not stated)	-3.5	8.2	1	4	-9	7	·	9	1.5
CN1CCN(c2nc(-c3ccc(Cl)cc3)cc(=O)[nH]2)CC1	-0.5	-4.4	1	-3	-2	-5	2.1	?	-2.8
CC(C)CNC(=S)Nc1ccc(F)cc1	-12	-0.2	0	-7	-6	4	·	3	-2.9
CCCOc1ccc(/C=C2\SC(=S)N(CC3CCCO3)C2=O)cc1 (configuration not stated)	0.0	22	-2	-6	4	-1	·	4	-2.2
Nn1cnnc1SCC(=O)Nc1ccc2c(c1)OCCO2	0.4	0.2	1	-10	10	1	-0.4	-1	-0.2
O=C(CCc1c[nH]c2ccccc12)NCc1ccc2c(c1)OCO2	-1.3	-0.2	3	5	-12	0	0.9	2	4.8
CC1CC(C)CN(C(=O)c2cccc(S(=O)(=O)N3c4ccccc4CC3C)c2)C1 (configuration not stated)	-2.3	-3.9	1	22	-7	11	0.5	-10	·
C/C(=N/NC(=O)CN1CCN(Cc2ccccc2Cl)CC1)c1cccnc1	-1.5	-3.6	2	-12	1	-1	23	1	2.9
CC1CCN(c2ccc(NC(=O)c3ccc(Br)o3)cc2)CC1	-3.8	0.2	-3	9	6	6	0.6	-10	-0.4
COC(=O)C1SCC2C(=O)N(Cc3ccc(Cl)c(Cl)c3)CC(=O)N21 (configuration not stated)	-2.4	-0.2	1	-9	-2	-2	0.0	-5	3.3

A portion taken from the entries so far, for reference:
SMILES	FadD28 binding	BoNT-A LC inh2	Mtb FBA inh	CCHFV vOTU inh	GDH-TPI counter	PrPC surface inh	Mtb BioA inh	BoNT F protease	UGM FP inh
CCCC(=O)c1cc2c(cc1NC(=O)CC)OCCO2	-2.9	-0.5	6	-7	-4	2	-0.2	-1	0.6
C=CCC(O)c1c(-c2ccccc2)nn(C)c1Cl (configuration not stated)	-2.7	-0.6	-1	1	-8	7	·	-1	0.8
COc1ccccc1CC(=O)N1CCN(c2cccc(Cl)c2)CC1	-2.7	-9.5	0	-9	2	3	1.9	?	1.0
Cc1cccc(C(O)(C(=O)NNC(=O)CN2CCN(C)CC2)c2cccc(C)c2)c1	-1.7	-0.6	-2	7	-4	-3	0.1	-14	-0.4
C/C(=N\NC(=O)Cn1ccc(C(F)(F)F)n1)c1ccco1	-3.9	-0.4	-8	20	5	7	·	-6	-0.3
Cc1cccc(-n2c(=O)c3c4c(sc3n3c(=S)[nH]nc23)CCC4)c1	0.2	-0.2	3	8	7	-3	·	-2	·
COc1ccc(N(C)C(=O)C2CCCN2S(=O)(=O)c2cccc3nsnc23)cc1 (configuration not stated)	-2.2	-0.2	-4	7	-2	-16	2.7	-3	0.6

Continued:
SMILES	FadD28 binding	BoNT-A LC inh2	Mtb FBA inh	CCHFV vOTU inh	GDH-TPI counter	PrPC surface inh	Mtb BioA inh	BoNT F protease	UGM FP inh
Cc1cccc(/C=N/NC(=O)c2ccc(NC(=O)c3cccc(Cl)c3)cc2)n1	-1.2	-8.3	2	-15	12	3	·	-27	-1.5
O=S(=O)(/C=C/c1ccccc1)N1CCNCC1	-0.7	2.5	-1	5	-1	-4	·	13	1.3
O=c1cc(C(F)(F)F)nc(-c2ccccc2OC(F)(F)F)[nH]1	-4.9	?	0	0	-9	7	0.6	?	1.7
Cc1ccccc1OCC(O)CN1CCN(CC(O)COc2ccccc2C)C(C)C1 (configuration not stated)	1.2	-2.1	5	2	-10	-13	7.2	-17	-2.5
Cc1cc(NC(=O)CCC(=O)N(c2ccccc2)C(C(=O)NC2CCCC2)c2ccccc2)no1 (configuration not stated)	-2.8	0.0	6	18	-6	35*	0.6	-4	0.9
CCN=C1S/C(=C/c2ccc(-c3ccc(Cl)cc3C(=O)O)o2)C(=O)N1CC	-2.9	1.2	1	-2	3	1	·	?	4.7
CCn1c(SCC(=O)c2ccccc2)nnc1-c1cccnc1	-3.3	0.5	-5	5	-12	2	·	-4	-0.5
COc1cccc(NC(=O)CCSc2ccc3ccccc3n2)c1	1.0	0.6	-1	-9	6	68*	·	-14	6.3
COc1cc(C(=O)Nc2ccc3c(c2)OCCO3)ccc1OC(C)C	-0.7	-0.3	0	4	8	7	5.0	-11	·
Cc1nc(Nc2ccncc2)c2oc3ccccc3c2n1	0.4	1.1	35*	10	33*	-5	·	11	2.7
COc1ccc(/C=C(/C(=O)Nc2ccccc2C(=O)NC(C)C)c2ccccc2)cc1	-2.3	-2.4	-3	4	27	-1	0.2	-7	-0.7
O=C(Oc1ccccc1C(=S)N1CCOCC1)c1ccccc1	-4.5	0.8	-5	-3	-14	4	0.4	7	-2.4
O=C(NCc1ccco1)/C(=C/c1ccc(F)cc1)NC(=O)c1ccccc1	-2.3	0.4	1	6	4	-8	-0.6	1	0.3
CCCN(CCO)Cc1cccc(Cl)c1	-2.6	-1.1	0	8	4	-5	-0.6	-2	-0.3
Cc1c(OCC(=O)NCC(O)c2ccccc2)ccc2c(-c3ccccc3)cc(=O)oc12 (configuration not stated)	0.1	-0.3	2	4	14	-6	-1.1	-4	-0.4
CC(=O)Nc1nc(C(=O)Nc2c(C)n[nH]c2C)cs1	-0.4	-4.2	3	-3	8	4	5.3	-31	-1.3
Cc1ccc2nc(CCc3nc4ccc(C)cc4[nH]3)[nH]c2c1	-3.8	0.7	0	-9	4	5	-0.1	?	-0.1
CC(=O)Nc1ccc(-c2ccnc3c2CC(C)(C(=O)NCc2cccc(Cl)c2)O3)cc1 (configuration not stated)	-4.0	-0.4	8	-4	16	15	0.5	-14	·
CCCCNC(=O)c1cn(-c2ccc(OCC)cc2)c(=O)c2cc(OC)c(OC)cc12	-1.5	-0.2	-4	18	5	-7	1.5	5	4.1
Cc1ccc(C)c2[nH]c(=O)c(CCNC(=O)c3ccc(S(=O)(=O)N(C)C)cc3)cc12	-1.3	-0.4	3	13	4	3	1.3	-6	2.2
CCOc1cc(-c2nc(C)c(C(C)=O)n2O)ccc1OCC(=O)Nc1ccc(F)cc1	-3.0	-0.1	0	-2	-4	7	·	1	-0.1
COc1cccc(C(=O)Nc2ccc3c(c2)C(=O)N(CCC(=O)O)C3=O)c1	-3.6	?	1	-9	5	0	·	0	-0.8

Assay outcomes as filed in PubChem BioAssay.
